Source: PubChem
GoLoco inh red: RGS12 GoLoco-Gai1 interaction inhibition; P63096; 230,000 compounds, 0.44% hits; Gai1:RGS12 GoLoco peptide FP, rhodamine, 10 min; Potency, µM (highest dose often 61.6 µM), without a hit: at the highest dose activity, negative = inhibition, hits mostly inhibitors; active means well fitted inhibition curve with a large enough effect, not every such curve was filed as active; inactive means no such curve, though single readings can be large or run the other way; further: nearly all actives have a fitted effect of over 30% in size; many of its hits are not listed in these tables
L3MBTL1 block: blocks human L3MBTL1; Potency, µM (series often up to 57.1 µM), inactives show at the highest dose activity, negative = inhibition, most hits filed as inhibitors; 230,000 compounds, 0.66% hits; AlphaScreen L3MBTL1–H3K9me1 peptide binding; Q9Y468; further: nearly all actives have a fitted effect of over 60% in size
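Displacement of a biotinylated histone H3(1-15) peptide monomethylated at Lys9 (75 nM) from L3MBTL1 (50 nM) was measured by AlphaScreen after a 30 min room-temperature compound incubation; cefsulodin titration served as intraplate control.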
GAA inhib: blocks human lysosomal alpha-glucosidase; Potency, µM (series often up to 76.9 µM), for inactives: top-dose activity change, negative = inhibition, actives largely listed as inhibitors; purified human GAA, 4-MU-alpha-glucoside fluorescence; P10253; AID 1466; 200,000 compounds, 0.005% hits;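 further: plate controls were uninhibited enzyme wells for no effect and no-enzyme background for full effect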
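Fluorogenic assay: 4 nM human alpha-glucosidase with 400 uM 4-methylumbelliferyl-alpha-D-pyranoside in 50 mM citrate/phosphate, 0.005% Tween-20, pH 5.0, 20 min at room temperature. Compounds tested up to 77 uM; AC50 from Hill fits.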
GAA glycogen mod: alters human alpha-glucosidase cleavage of glycogen. P10253. recombinant GAA, glycogen substrate, Amplex Red glucose oxidase fluorescence. Potency, µM (titrated, usually from 76.4 µM), for inactives: at the highest dose activity change, negative = inhibition, most hits filed as inhibitors. 300,000 compounds, 0.38% hits. AID 2100;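 further: 0% = full enzyme reaction and -100% = no-enzyme basal signal; the screen sought inhibitors and activators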
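Recombinant human alpha-glucosidase (4 nM final) hydrolysed bovine liver glycogen (30 ug) for 40 min at 37 C in pH 5.0 citrate/phosphate with 0.01% Tween-20. Released glucose detected by glucose oxidase/Amplex Red, Ex 573/Em 610 nm. Compounds up to 77 uM; AC50 from Hill fits.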
GAA spleen mod: inhibits or activates alpha-glucosidase in human spleen homogenate; P10253; human spleen homogenate, 4-MU-alpha-glucoside fluorescence; Potency, µM (doses to about 79.9 µM), for inactives: top-dose activity change, negative = inhibition, usual class: inhibitors; 240,000 compounds, 0.006% hits; AID 2112;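 further: 0% = enzyme with vehicle and -100% = no enzyme basal signal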
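Human spleen homogenate (1 ug) incubated with compounds and 1 mM 4-methylumbelliferyl-alpha-D-glucopyranoside in pH 5.0 citrate/phosphate buffer, 37 C, 40 min. Stopped at pH 10; 4-MU fluorescence (Ex 365/Em 440 nm); AC50 by Hill fit.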
TexasRed fluor: alters Texas Red total fluorescence, flagging assay interference; TRb/SRC2 Texas Red total fluorescence interference; Potency, µM (doses to about 106 µM), inactives show at the top dose fluorescence change, negative = quenching; 280,000 compounds, 0.29% hits; AID 1479; active means well fitted curve in either direction with a large enough effect; inconclusive means small, poorly fitted or top-dose-only effect
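Flags fluorescent or light-absorbing compounds by total fluorescence, S + 2P, at 555 nm excitation and 632 nm emission. Mixture: 20 nM Texas Red SRC2 peptide, 0.6 uM human TRb LBD, 1 uM T3, 5% DMSO; compound exposure 5 h at ambient temperature.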
TRb-SRC2 inh: TRbeta-SRC2 interaction inhibition; TRbeta-SRC2 peptide binding, fluorescence polarization; receptor liganded with 1 µM T3; Potency, µM (titrated, usually from 106 µM), without a hit: at the highest dose activity change, negative = inhibition, most hits filed as inhibitors; 280,000 compounds, 0.065% hits; AID 1469;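 further: plate controls were bound peptide for no effect and peptide without receptor for full effect; nearly all actives have a fitted effect of over 50% in size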
Target sequence (P10828 whole entry, looked up): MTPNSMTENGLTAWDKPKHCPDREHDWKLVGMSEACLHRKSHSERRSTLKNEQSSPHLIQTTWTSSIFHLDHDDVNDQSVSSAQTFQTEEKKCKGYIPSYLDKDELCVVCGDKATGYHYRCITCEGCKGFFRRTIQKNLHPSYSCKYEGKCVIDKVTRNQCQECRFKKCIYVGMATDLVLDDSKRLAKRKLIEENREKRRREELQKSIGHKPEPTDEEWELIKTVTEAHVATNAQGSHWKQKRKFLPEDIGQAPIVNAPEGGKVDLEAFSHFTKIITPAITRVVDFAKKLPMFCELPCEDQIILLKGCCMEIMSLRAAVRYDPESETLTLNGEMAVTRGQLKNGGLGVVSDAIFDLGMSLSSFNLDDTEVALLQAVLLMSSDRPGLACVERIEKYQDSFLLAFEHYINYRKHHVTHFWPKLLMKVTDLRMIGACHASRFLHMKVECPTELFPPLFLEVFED
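Binding of a 20-amino-acid Texas Red SRC2 peptide (20 nM) to TRb ligand-binding domain (0.6 uM) with agonist T3 at 1 uM was followed by fluorescence polarization after a 5 hr room-temperature incubation.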
RECQ1 helicase: inhibitors of human RECQ1 DNA helicase. RECQ1 DNA unwinding, red fluorescence kinetic read. Potency, µM (titrated, usually from 57.3 µM), without a hit: at the highest dose activity, negative = inhibition, hits mostly inhibitors. 240,000 compounds, 0.54% hits;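 further: plate controls were vehicle for no effect and no enzyme for full effect; nearly all actives have a fitted effect of over 30% in size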
Target sequence (P46063 whole entry, looked up): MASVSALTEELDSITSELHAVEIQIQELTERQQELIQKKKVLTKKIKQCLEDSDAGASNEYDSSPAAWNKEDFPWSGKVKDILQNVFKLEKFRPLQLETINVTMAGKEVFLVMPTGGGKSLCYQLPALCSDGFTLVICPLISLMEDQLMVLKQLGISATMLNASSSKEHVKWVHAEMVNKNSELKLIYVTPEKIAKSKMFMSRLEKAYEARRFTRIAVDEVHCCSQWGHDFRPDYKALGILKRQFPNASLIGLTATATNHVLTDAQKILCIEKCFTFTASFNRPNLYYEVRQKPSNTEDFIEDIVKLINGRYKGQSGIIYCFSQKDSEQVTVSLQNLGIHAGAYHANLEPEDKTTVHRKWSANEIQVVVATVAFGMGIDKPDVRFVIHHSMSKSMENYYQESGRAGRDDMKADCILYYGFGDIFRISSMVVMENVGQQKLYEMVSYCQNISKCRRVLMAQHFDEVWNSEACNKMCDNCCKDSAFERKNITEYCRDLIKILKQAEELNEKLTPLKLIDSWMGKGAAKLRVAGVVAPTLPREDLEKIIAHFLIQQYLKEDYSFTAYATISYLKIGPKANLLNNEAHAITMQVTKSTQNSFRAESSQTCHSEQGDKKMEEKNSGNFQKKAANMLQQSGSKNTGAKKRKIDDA
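50 nM RECQ1T1 preincubated 15 min with compound in Tris pH 8.0 buffer with MgCl2, DTT, Tween-20 and 2.5 ug/ml poly(dI-dC); started with 200 nM TAMRA/BHQ-2 forked duplex and 2 mM ATP. Unwinding read as fluorescence (525/598 nm), two reads 2 h apart.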
Active calls of the source: *; i = inactive; ? = inconclusive; / = not tested or not shown; & = joins results of further samples; [ ] = another dose, or the depositor's remark. Unless noted, the call rests on the fitted dose curve; in most records, active means well fitted curve in the direction sought with a large enough effect; inconclusive means small, poorly fitted or top-dose-only effect, or another doubt; inactive means no such curve, though single readings can be large; an effect the other way counts as inactive or inconclusive. Unless noted, on the % scale 0 is the no-effect control and ±100 the full control effect; potency means the concentration at half of the fitted maximal effect. These rows are one share of the data (hit frequency here may not be typical).

Values run as follows: TRb-SRC2 inh | RECQ1 helicase | GAA inhib | GAA glycogen mod | GAA spleen mod | L3MBTL1 block | GoLoco inh red | TexasRed fluor
CC(C)CN1CCN(Cc2cc(F)ccc2-n2cccn2)CC1CCO (stereo unspecified)
    -6% | -7% | -3% | 8% | -4% | 15% | -8% | 0%
C=CCc1cccc2cc(C(=O)NCCOC)c(=O)oc12
    0% | i | ? | 13% | -4% | 5% | -9% | -1%
Cn1c(=O)c2cc(S(=O)(=O)NCCC(=O)NCC3CCCO3)ccc2n(C)c1=O (stereo unspecified)
    -2% | 8% | 3% | 6% | 1% | -2% | -10% | -4%
Cc1ccc(/C(N)=N/OC(=O)COc2ccc(Cl)c(C)c2)cc1
    -8% | -6% | -3% | 0% | 5% | 14% | 7% | -1%
COc1ccc(C2C3C(=O)N(Cc4ccccc4)C(=O)C3ON2c2ccccc2)c(OC)c1OC (stereo unspecified)
    -2% | -4% | -1% | -15% | -2% | -8% | -10% | 0%
O=C(CSc1nnc(-c2ccccc2)n1Cc1ccccc1)NC1CC1
    -2% | -3% | ? | 2% | -12% | 40%[activator][11.4 µM] | -5% | 0%
COc1ccc2c(c1)CC/C(=C\Nc1ccc3c(c1)OCO3)C2=O
    -9% | -7% | -14% | ? | 4% | / | -19% | 8%
Cc1cnc(CN2CCc3c([nH]c4ccccc34)C2CC(C)C)[nH]1 (stereo unspecified)
    3% | i | -4% | -14% | 5% | -24% | 82%[activator] | -2%
C/C(=N\NC(=O)Cn1nc(C)cc1C)c1ccc([N+](=O)[O-])cc1
    0% | i | / | 8% | -2% | -5% | 4% | -3%
COc1ccccc1CNC(=O)C(C)c1ccc([N+](=O)[O-])cc1 (stereo unspecified)
    4% | -13% | ? | -9% | -23% | 2% | 11% | -2%
COc1cc(C(=O)NC(=S)Nc2ccc(N3CCCC3)cc2)cc(OC)c1OC
    3% | ? | 2% | -9% | -13% | -10% | / | -4%
CC(C)CC(=O)/C(=C\c1ccc(Cl)cc1Cl)n1cncn1
    3% | i | -2% | -1% | -3% | -13% | -13% | -2%
N#Cc1c2n(c3c(=O)n(CC(=O)c4ccc(Br)cc4)cnc13)CCCC2
    2% | -6% | 3% | -6% | 3% | 5% | 3% | 0%
CCn1c(SCc2cccnc2)nc2c1c(=O)n(C)c(=O)n2C
    -6% | -5% | -7% | -7% | -2% | 7% | 5% | -3%
Cc1cc2oc(=O)cc(-c3ccccc3)c2c(C)c1/C=C/c1ccc(F)cc1
    4% | i | / | / | 10%[119 µM] | / | 194%[activator][88.7 µM] | -12%
CN1C(=O)c2c(sc3c2CC(C)(C)SC3)N2CCN=C12
    9% | -6% | -2% | -2% | -3% | -5% | 56%[activator] | 0%
COc1ccc(CNC(=O)CCOc2ccc(C(C)(C)C)cc2)cc1
    -2% | i | 2% | 5% | -1% | / | 3% | -3%
CCCC1(C)SC(NC(C)=O)=NN1C(C)=O (stereo unspecified)
    -18% | i | 0% | -2% | 3% | -1% | -1% | 0%
O=C(CSc1nc2ccccc2s1)Nc1ccc(N2CCOCC2)c(Cl)c1
    -10% | -14% | 3% | -9% | -7% | -1% | -36% | -3%
O=S(=O)(c1ccc(Br)s1)N1CCNCC1
    -2% | -13% | / | 9% | -3% | / | 1% | -3%
O=C(OCC(=O)N1CCc2ccccc2C1)c1cc(=O)[nH]c2ccccc12
    -3% | 10% | / | 5% | -6% | / | 0% | 0%
COc1ccc2oc(=O)c(C(=O)NCc3cccnc3)cc2c1
    6% | 4% | 0% | -24% | -2% | -3% | 2% | -2%
CC(C)Cn1c(N)c(C(=O)COC(=O)c2ccc(O)cc2)c(=O)n(C)c1=O
    10% | -3% | -1% | 9% | 1% | -14% | 10% | 0%
COC(=O)C1=C(C(=O)OC)[C@@H]2N(C)c3ccccc3[C@@]23C[C@@H](C(=O)OC)N(C(=O)C2CCC2)C3=N1
    8%[11.2 µM] | -11%[11.5 µM] | / | -18% | -9%[17.4 µM] | / | 6%[14.2 µM] | -2%[11.2 µM]
CCN1CCN(C(c2cccs2)C(C)NC(=O)c2c(F)cccc2F)CC1 (stereo unspecified)
    -12% | i | ? | 11% | 10% | -1% | 1% | 0%
Cc1cc(C)nc(N/N=C/c2cccc3ccccc23)n1
    -5% | 0% | -6% | -11% | -12% | 4% | 1% | 1%
COC(=O)CON1C(=O)c2ccccc2C1=O
    2% | -7% | -3% | 2% | 4% | / | 2% | -2%
COc1ccc(-n2c(=O)c3c(C)c(C)sc3n(Cc3ccc(F)cc3)c2=O)c(OC)c1
    -10%&-2% | -7% | -5% | -8% | -11% | / | 38%[activator] | ?
OC1(c2ccccc2)CCN(Cc2ccccc2)C2CCCCC21 (stereo unspecified)
    -1% | -3% | -6% | 3% | -2% | -2% | 3% | -1%
COc1cccc(-c2cc(C(=O)Nc3ccc4c(c3)OCCO4)c3ccccc3n2)c1
    -14% | -10% | -6% | 1% | -9% | -5% | 8% | 0%
Cc1occc1-c1nnc(SCC(=O)Nc2ccccc2-c2ccccc2)n1C
    -5% | i | -5% | -3% | -1% | -8% | 6% | -4%
CN(CC(O)Cn1c2ccccc2c2ccccc21)S(C)(=O)=O (stereo unspecified)
    0% | i | 10% | -11% | 1% | -2% | 2% | -1%
COc1cc(OC)cc(C(=O)N[C@H](C(=O)OCC(=O)Nc2cccc(F)c2)C(C)C)c1
    7% | -6% | ? | -8% | -6% | 8% | -8% | -1%
CCOC(=O)CC(c1ccc(N)cc1)n1c(C)ccc1C (stereo unspecified)
    -3% | -5% | -7% | 22% | -5% | -23% | 5% | -2%
Cc1ccc(-c2nn[nH]n2)cc1
    -10% | -5% | 6% | 5% | 3% | 9% | 12% | -2%
CCN(CC)C(=O)c1ccc2nc3ccccc3nc2c1
    -5% | -3% | -1% | 1% | 3% | -8% | 8% | -6%
Cc1c(C(=O)Nc2ccccc2)csc1-c1ccccc1
    2% | -6% | -2% | 1% | 4% | 6% | 6% | -2%
O=S(=O)(c1ccc(Br)s1)n1cccn1
    0% | i | 6% | 9% | -2% | -1% | 13% | -1%
O=C(Nc1ncc2c(n1)-c1ccccc1OC2)c1cccc([N+](=O)[O-])c1
    -5% | i | -1% | 2% | 4% | / | 0% | -7%
CCN(CC)C(=S)SSC(=S)N(CC)CC
    9% | -3% | -1%[15.4 µM] | 21% | 0% | ? | -8% | 0%
COc1ccccc1CNC(=O)CC1Sc2ccccc2NC1=O (stereo unspecified)
    -5% | -11% | 1% | 5% | / | 0% | 2% | 1%
CCOC(=O)C1=C(C)N(C)C(=S)N(C)C1c1ccc(OC)cc1 (stereo unspecified)
    -1% | -1% | ? | -1% | -16% | / | -4% | 0%
CCC(C)Sc1nc2c(c(=O)[nH]c(=O)n2C)n1CC(O)COc1ccccc1C (stereo unspecified)
    -14% | -18% | -1% | -8% | -6% | -4% | -5% | 1%
O=C1c2oc3ccc(Cl)cc3c(=O)c2C(c2cccc(Br)c2)N1CCO (stereo unspecified)
    5% | -6% | 4% | 1% | -16% | 1% | 2% | -3%
Cc1ccc(/C=N/NC(=O)NN(C)c2ncc(C(F)(F)F)cc2Cl)cc1
    -11% | -8% | -1% | 14% | -9% | -4% | -1% | -7%
COCCn1c(SCc2ccc(C(=O)OC)o2)nnc1-c1c[nH]c2ccccc12
    2% | -8% | 1% | 7% | 2% | / | 2% | -3%
O=C(Nc1nccs1)c1cc(Cl)ccc1[N+](=O)[O-]
    -4% | -2% | 2% | -2% | -3% | 5% | 11% | 3%
NS(=O)(=O)c1ccc(NC(=O)COC(=O)CSc2n[nH]c(-c3ccccc3)n2)cc1
    2% | -3% | 1% | -13% | 0% | 0% | / | 0%
O=C(C1CCCN1S(=O)(=O)c1ccc(Cl)c(Cl)c1)N1CCOCC1 (stereo unspecified)
    1% | -8% | -1% | -1% | -4% | 13% | 4% | -4%
CC(=O)Nc1ccc(S(=O)(=O)N(CCCN2CCOCC2)Cc2cccs2)cc1
    -5% | -7% | -3% | 5% | 0% | / | -6% | 2%
Cc1cc(C)n2nc3nc(N4CCCCC4)nc(-c4ccco4)c3c2n1
    14% | 8% | 1% | -1% | 5% | -83% | 25% | 0%
CCC(C)(C)n1nnnc1C(c1cc2ccc(OC)cc2[nH]c1=O)N1CCCCC1 (stereo unspecified)
    6% | i | -4% | 11% | 3% | / | 5% | -2%
CC(C)CCOc1ccc(N)cc1
    -2% | -11% | / | / | -2% | / | / | -1%
CC1(C)NC(=O)N(CC(O)CN2C(=O)NC(C)(C)C2=O)C1=O
    -2% | -1% | -5% | 7% | 4% | -7% | -6% | -6%
O=C(O)c1cc(-c2ccc3c(c2)OCCO3)n[nH]1
    -4% | i | -1% | 7% | -1% | 4% | 3% | -5%
NC(=S)NNc1cccc(Cl)c1
    0% | i | -1% | ? | -6% | / | 10% | 0%
NC(=O)CCC(NS(=O)(=O)c1ccc(Cl)cc1)C(=O)NCc1ccc(Cl)cc1 (stereo unspecified)
    6% | -5% | -2% | 13% | 6% | 1% | -8% | -5%
COc1ccc(-c2nnn(CC(=O)N(CCCO)C(C(=O)NC3CCCC3)c3ccc(F)cc3)n2)cc1 (stereo unspecified)
    5%[53 µM] | 6% | -21% | 0% | 0% | 11% | 2% | -2%[53 µM]
Cc1ccc(-c2nn3c(C)nnc3s2)cc1NC(=O)C(C)C
    3% | -9% | -4%[15.4 µM] | 4% | 5% | -4% | -27% | 4%

Results in TRb-SRC2 inh, GAA spleen mod and GAA inhib, for two of the compounds above:
structure	TRb-SRC2 inh	GAA spleen mod	GAA inhib
O=C(Nc1nccs1)c1cc(Cl)ccc1[N+](=O)[O-]	-4%	-3%	2%
NS(=O)(=O)c1ccc(NC(=O)COC(=O)CSc2n[nH]c(-c3ccccc3)n2)cc1	2%	0%	1%
